ELG1 genotoxic: inducers of genotoxicity in HEK293T ELG1-luciferase cells; HEK293T ELG1-luciferase reporter, luminescence, 16 h; Potency, µM (top dose mostly 46 µM), inactives show top-dose activity change, positive = activation, hits mostly activators; 1.3% of 330,000 active; AID 504466; also: % of control where 0% means no effect; nearly all actives have a fitted effect of over 60% in size
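Reporter readout depends on ELG1 protein level, which increases with genetic stress. After 16 hr compound exposure at 37 °C, luciferase activity was quantified using ONE-Glo.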
RORgamma inh: inhibitors of mouse ROR gamma transcriptional activity; P51450; Drosophila S2 Gal4-RORgamma UAS-luciferase reporter, 20 h; Potency, µM (highest dose often 53.6 µM), for the others: at the top dose activity change, negative = inhibition, most hits filed as inhibitors; 5.4% of 310,000 active; also: % is scaled to controls: 0 for no effect and ±100 for the full control effect; nearly all actives have a fitted effect of over 60% in size
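Schneider cells (Drosophila), stable Gal4 DBD–ROR gamma + UAS-luc; 1 hr cmpd preincubation; Cu2+ induction 700 uM final; 20 hr ambient; luminescence.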
p53 reactivation: restores transcriptional activity of mutant p53 | H1299 p53-A138V BP100-luciferase reporter, luminescence, 24 h | Potency, µM (highest dose often 92.2 µM), inactives show at the highest dose activity change, positive = activation, usual class: activators | 0.063% of 320,000 active; also: % of control where 0% means no effect; nearly all actives have a fitted effect of over 45% in size
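p53-null H1299 cells stably carrying temperature-sensitive p53-A138V and a BP100-luciferase reporter were pinned with compounds (4-point, 1:5 series) and held 24 hrs at 37 deg C. Luminescence was read 10 min after detection reagent.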
MBNL1-CUG inh: blocks human MBNL1 binding to CUG repeat RNA; Q9NR56; TR-FRET MBNL1-His/biotin-(CUG)12 binding, 665/545 ratio; Potency, µM (series often up to 57.5 µM), for inactives: at the top dose activity change, negative = inhibition, usual class: inhibitors; 0.036% of 280,000 active; active = well fitted inhibition curve with a large enough effect in the signal ratio, with a control signal flat, not every such curve was filed as active; inconclusive = small, poorly fitted or top-dose-only effect, or effect the other way, or a change in a side signal; inactive = no such curve, though single readings can be large or run the other way; the % refers to the signal ratio; also: % is scaled to controls: 0 for no effect and ±100 for the full control effect
Target sequence (Q9NR56 whole entry, looked up): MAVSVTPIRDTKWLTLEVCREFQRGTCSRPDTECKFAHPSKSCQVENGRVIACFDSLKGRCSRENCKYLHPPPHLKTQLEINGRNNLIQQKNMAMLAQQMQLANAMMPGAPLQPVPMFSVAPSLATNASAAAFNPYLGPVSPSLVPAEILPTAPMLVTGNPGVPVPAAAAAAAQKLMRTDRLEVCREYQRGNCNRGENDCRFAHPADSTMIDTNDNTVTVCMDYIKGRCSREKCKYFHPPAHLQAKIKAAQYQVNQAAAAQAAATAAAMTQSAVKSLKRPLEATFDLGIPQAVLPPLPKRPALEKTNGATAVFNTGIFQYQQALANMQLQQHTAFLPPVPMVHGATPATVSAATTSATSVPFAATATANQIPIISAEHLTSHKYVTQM
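Ratiometric TR-FRET (665 over 545 nm, excitation 340 nm) tracks disruption of MBNL1-His/biotin-(CUG)12 complex after 60 min at room temperature, with compounds at 92 nM to 58 uM final.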
FLuc counter: inhibits or activates purified firefly luciferase, miR-21 counter-screen | P08659 | purified FLuc, Km substrates, luminescence inhibition | Potency, µM (titrated, usually from 57.5 µM), for the others: at the top dose activity change, negative = inhibition, hits mostly inhibitors | 6.9% of 360,000 active;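 also: plate controls were vehicle for no effect and reference inhibitor for full effect; nearly all actives have a fitted effect of over 55% in size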
Target sequence (P08659 whole entry, looked up): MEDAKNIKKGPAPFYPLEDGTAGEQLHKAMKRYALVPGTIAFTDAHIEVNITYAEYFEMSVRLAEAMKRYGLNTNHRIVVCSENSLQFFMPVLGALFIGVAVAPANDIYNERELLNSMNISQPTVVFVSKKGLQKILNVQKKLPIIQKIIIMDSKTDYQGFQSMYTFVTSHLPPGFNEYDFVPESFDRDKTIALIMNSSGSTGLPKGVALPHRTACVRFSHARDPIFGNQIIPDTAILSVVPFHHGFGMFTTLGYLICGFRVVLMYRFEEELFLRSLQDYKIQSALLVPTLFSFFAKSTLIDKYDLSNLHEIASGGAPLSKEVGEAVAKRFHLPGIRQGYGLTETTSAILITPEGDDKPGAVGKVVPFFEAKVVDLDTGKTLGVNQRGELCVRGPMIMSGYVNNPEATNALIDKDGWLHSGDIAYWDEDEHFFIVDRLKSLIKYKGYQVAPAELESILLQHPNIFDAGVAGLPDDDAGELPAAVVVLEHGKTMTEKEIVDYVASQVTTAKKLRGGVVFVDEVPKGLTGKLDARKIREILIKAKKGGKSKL
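Biochemical qHTS of compounds, final roughly 60 µM downward over six points, against 10 nM purified firefly luciferase using Km concentrations of substrates (10 uM D-luciferin, 10 uM ATP) in Tris acetate pH 7.5 buffer; luminescence output.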
BRCA1 expr act: BRCA1 expression activation | MCF7-BRCA1-FFLuc reporter, luminescence, 48 h; response scale: scaled: vehicle 0%, 10 µM genistein 100% | Potency, µM (series often up to 46.1 µM), for the others: top-dose activation, usual class: activators | 1.1% of 380,000 active; also: nearly all actives have a fitted effect of over 80% in size; some results filed as inactive show a strong effect at the top dose
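Compounds are tested at multiple concentrations on MCF7 BRCA1-luciferase reporter cells seeded at 2000 per well; after 48 h, a single luminescence end-point is taken and curves fitted to the normalized data.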
VP16 counter: counter-screen for ROR gamma inhibitors: Gal4-VP16 reporter; Drosophila S2 Gal4-VP16 UAS-luciferase, luminescence, 20 h; Potency, µM (titrated, usually from 53.6 µM), for inactives: top-dose activity, negative = inhibition, most hits filed as inhibitors; 3.5% of 310,000 active; AID 2546;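 also: Gal4-VP16 expression switched on by copper sulfate through the metallothionein promoter; % is scaled to controls: 0 for no effect and ±100 for the full control effect; nearly all actives have a fitted effect of over 50% in size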
uPA generation: cell surface uPA generation inhibition; 0.31% of 330,000 active; Potency, µM (highest dose often 38.3 µM), for the others: at the highest dose activity change, negative = inhibition, actives largely listed as inhibitors; cell surface uPA generation assay, qHTS; active = well fitted inhibition curve with a large enough effect; inconclusive = small, poorly fitted or top-dose-only effect; inactive = no such curve, though single readings can be large or run the other way; tested in mouse RAW 264.7 cells; also: % is scaled to controls: 0 for no effect and ±100 for the full control effect; nearly all actives have a fitted effect of over 55% in size
NPC1 prom act: NPC1 promoter activation. Huh7 NPC1 promoter luciferase reporter, 24 h. 2.4% of 320,000 active. Potency, µM (top dose mostly 9.22 µM), for the others: at the highest dose activation, actives largely listed as activators;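 also: % of control where 0% means no effect; nearly all actives have a fitted effect of over 60% in size; reporter is driven by a mutant NPC1 promoter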
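In 1536-well qHTS, Huh7 cells harboring an NPC1 promoter–luciferase construct received compound for 24 h; activation was quantified by luminescence following luciferase reagent addition.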
Rab9 promoter act: activators of Rab9 promoter. Potency, µM (highest dose often 9.22 µM), for inactives: top-dose activation, negative = inhibition, hits mostly activators. Huh7 Rab9 promoter-luciferase reporter, luminescence, 24 h. 2.8% of 320,000 active; also: % of control where 0% means no effect; nearly all actives have a fitted effect of over 60% in size
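Luminescence read-out: Huh7 cells stably expressing Rab9-luciferase, treated 24 h with compound at 37 °C, then lysed with luciferase reagent for 10 min at ambient before reading.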
Starred values were filed as active, the others as inactive; ? = inconclusive; / = no result given; & = joins results of further samples; [ ] = dose if it differs, or a comment. Unless noted, calls follow the shape of the dose curve; as a rule, active = well fitted curve in the direction sought with a large enough effect; inconclusive = small, poorly fitted or top-dose-only effect, or another doubt; inactive = no such curve, though single readings can be large; an effect the other way counts as inactive or inconclusive. Potency is read from the fitted curve at half-maximal effect. Outcome played no part in choosing rows. About 13% of those tested had a hit in this group.

compound | ELG1 genotoxic | RORgamma inh | p53 reactivation | MBNL1-CUG inh | FLuc counter | BRCA1 expr act | VP16 counter | uPA generation | NPC1 prom act | Rab9 promoter act
COc1ccc(OC)c(/C=N/NC(=O)c2nnn(-c3nonc3N)c2-c2cccs2)c1 | 1% | -3% | -2% | 19% | 0% | -16% | 7% | -23% | 0% | -6%
O=C(COC(=O)C1(c2ccc(Cl)cc2)CCCC1)NCc1ccco1 | -5% | 5% | 0% | -9% | 1% | -12% | 2% | -3% | -4% | 0%
O=C(CC1C(=O)NCCN1Cc1cccc(Oc2ccccc2)c1)NCCc1ccccn1 (stereo not given) | -3% | 26% | 1% | 10% | 6% | -21% | -17% | -3% | -4% | -16%
COc1ccc(/C=C2/C(=O)N=C(N)N2C)cc1OC | 1% | -29% | -3% | ? | 5% | -2% | -5% | 0% | -1% | -2%
O=C(NCc1ccc(OC(F)(F)F)cc1)c1cccc2c1C(=O)c1ccc(N3CCCCC3)cc1S2(=O)=O | -2% | / | 11% | / | / | 8% | / | 16% | / | /
Cc1ccc(S(=O)(=O)N2CCCC2CNC(=O)c2ccc(F)c(F)c2)cc1 (stereo not given) | -6% | / | -8% | / | 2% | -38% | / | -10% | 3% | -5%
CCOc1nc(-c2ccccc2)ccc1-c1noc(COc2ccccc2)n1 | 0% | 24% | -9% | 0% | 8% | -26% | -2% | 4% | -7% | 3%
COC(=O)c1ccc(NC(=O)CSc2nnc(-c3ccncc3)n2N)cc1 | 3% | -1% | 3% | 7% | -11% | 44% | 2% | 0% | 9% | 1%
COc1ccc(CN(Cc2ccc(C(=O)O)cc2)C(=S)Nc2cc(C)cc(C)c2)cc1OC | 0% | -29% | -4% | -18% | -9% | 21% | 1% | -3% | -3% | -6%
Cc1cc(-c2ccccc2)nc(-c2ccccc2)c1C | 21µM* | ? | 19% | ? | 0.17µM* | -24% | ? | -1% | 12% | ?
COc1ccc(N2CCN(C(=O)C3CCCN(S(=O)(=O)c4cccc5cccnc45)C3)CC2)cc1 (stereo not given) | -8% | 29% | 1% | 16% | 4% | 3% | 1% | 1% | -2% | -4%
COc1ccc(/C=C2\SC(=S)N(NS(=O)(=O)c3ccccc3)C2=O)c(OC)c1 | 3% | -2% | 2% | 22% | ? | 21% | -16% | 3% | -1% | -1%
O=C(C1=C(O)C(=O)N(CCCn2ccnc2)C1c1ccc(F)cc1)c1ccco1 (stereo not given) | 3% | -29% | 25% | 12% | 0% | / | -5% | / | -8% | -2%
Cc1cccc(NC(=S)NCC(c2cccnc2)N(C)C)c1 (stereo not given) | 8% | -30% | -6% | 1% | -2% | 3% | 0% | 1% | -6% | -4%
CCOC(=O)C1CCN(C(=O)CSc2cc(=O)n(C)c3ccccc23)CC1 | 4% | -18% | -19% | 16% | 0% | -19% | 0% | -4% | 2% | 0%
O=C(Nc1nnc(S(=O)(=O)N2CCOCC2)s1)c1ccc(F)cc1 | 2% | 26% | / | 1% | -6%&-14% | 1% | -2% | 0% | 3% | 15%
Cc1sc2ncnc(SCC(=O)Nc3nc(-c4ccc(F)c(F)c4)cs3)c2c1C | -3% | ? | -2% | 4% | 1% | -2% | -12% | 2% | 0% | -3%
COc1cc(C(=O)OCC(=O)N(C)c2ccccc2)cc(OC)c1OC | 0% | -13% | -6% | 11% | 1% | 0% | 9% | 20% | -3% | -5%
Cc1c(CNC2CCCC(C)C2C)c(C(=O)O)c(C)n1Cc1ccccc1 (stereo not given) | -1% | 30% | 0% | / | 2% | -42% | 5% | -1% | -10% | -1%
O=C(Cn1nc(CNc2ccc(Br)cc2)[n+]2c1CCCCC2)c1ccc([N+](=O)[O-])cc1 | -8% | ? | 0% | ? | 3% | -52% | ? | 0% | -1% | 14%
O=C(c1ccccc1)c1c(O)nc(-c2ccccc2)n(-c2ccccc2)c1=O | 8% | ? | 12% | / | 0% | ? | 18% | -4% | -3% | 1%
C=CCNC(=O)c1cccc(OC2CCN(CC(C)(C)C)CC2)c1 | 0% | -14% | / | -1% | 2% | 3% | 5% | -4% | -1% | 5%
CCOC(=O)c1ccccc1NC(=O)CSc1nc2ccccc2o1 | 3% | 9% | ? | -13% | 2% | ? | -6% | / | 21% | ?
Cc1nnc(N(CCC#N)CCC#N)s1 | 0% | -3% | 0% | 4% | 3% | 3% | -5% | -1% | -3% | -5%
COc1ccc2c(c1)CC/C(=C/c1ccncc1)C2=O | 0% | -40% | ? | -11% | 13µM* | -3% | ? | -4% | -2% | -14%
O=C(c1ccc2ncsc2c1)N1CCN(c2ccccc2Cl)CC1 | 5% | 32% | -4% | -4% | ? | 98% | -13% | -4% | 8% | 26%
CN(NS(=O)(=O)c1ccc(F)cc1)c1ncc(C(F)(F)F)cc1Cl | 3% | 3.2µM* | -3% | -6% | 3% | 17% | 6.3µM* | 0% | -2% | -8%
Cn1cccc1Cc1nnc(SCC(=O)NCc2ccccc2Cl)n1-c1ccc(F)cc1 | -8% | 1% | -3% | 4% | 0% | 3% | 3% | -6% | 1% | -12%
CN(C)C1(CNC(=O)c2cccc(S(=O)(=O)NCc3ccccc3)c2)CCCCC1 | 0% | / | -6% | / | -1% | -5% | / | ? | -2% | 12%
CCc1ccccc1NC(=O)CN(C)C(=O)COC(=O)c1ccccc1Cl | 2% | / | -5% | / | 4% | -11% | / | 6% | 0% | 3%
c1cn2c(NC3CCCC3)c(-c3ccc(N4CCOCC4)cc3)nc2cn1 | ? | -28% | ? | ? | 2.1µM* | 64% | -14% | 5.6µM* | ? | ?
Cc1c(Cl)cccc1NC(=S)NCCCN(C)C | -1% | -12% | 1% | / | 7% | 1% | -9% | 3% | -2% | -4%
CSCCC(NC(=O)COc1ccccc1)C(=O)N1CC(C)OC(C)C1 (stereo not given) | / | / | / | / | 1% | -4% | / | -5% | 4% | 1%
CCC(Oc1cccc(C)c1)C(=O)Nc1ccccc1C(=O)N1CCOCC1 (stereo not given) | -3% | 40% | -1% | 9% | 2% | -8% | 2% | -2% | -1% | 6%
Cc1cc(C)cc(SCc2noc(C(=O)NCc3ccccc3)c2C(=O)NCc2ccccc2)c1 | -3% | -16% | -2% | 0% | 1% | -13% | 5% | 7% | -7% | -6%
Cc1ccc(S(=O)(=O)N/N=C2/CC(c3ccccc3)Oc3ccccc32)cc1 (stereo not given) | -8% | ? | 4% | 1% | ? | -17% | -2% | -3% | 1% | -2%
COc1ccc(CN(C(=O)c2cccs2)c2ccccc2C(=O)O)cc1 | 1% | 4% | -1% | -9% | 4% | 2% | -3% | 6% | -4% | -2%
O=C(CC1C(=O)N(c2ccccc2)C(=S)N1c1ccccc1)c1ccccc1 (stereo not given) | 1% | ? | 18% | -13% | 9% | -13% | 4% | -22% | -4% | 0%
COc1ccc(CNC(=O)CCS(=O)(=O)Cc2cccc(Cl)c2)c(OC)c1 | 8% | 6% | -3% | -9% | 3% | 0% | 2%[10 µM] | -2% | -4% | -2%
Cc1cccc(NC(=S)NC(C)C(c2cccs2)N2CCN(C)CC2)c1C (stereo not given) | 0% | ? | 0% | -3% | 6% | -1% | -9% | -26% | 3% | -1%
Cc1ccnc2nc(C(=O)OCCOc3ccc(F)cc3)nn12 | 2% | 3% | 1% | -2% | -2% | -6% | 0% | 2% | 2% | 18%
CSCCC(NC(=O)COc1ccccc1)C(=O)NCCOc1ccccc1 (stereo not given) | -1% | / | -2% | / | 3% | -23% | / | -4% | 0% | 6%
CCOC(=O)c1c(-c2ccccc2)csc1NC(=O)CSc1nnc(C)s1 | -6% | ? | 4% | -8% | 2% | -60% | ? | -3% | -7% | -9%
Cc1ccc(OCCn2cc(Br)c(=O)[nH]c2=O)cc1 | -2% | 0% | -17% | 1% | 6% | 1% | -13% | -4% | 0% | 2%
CCCCCn1c(=N)c(S(=O)(=O)c2ccc(Cl)cc2)cc2c(=O)n3cccc(C)c3nc21 | 1% | -6% | -4% | -2% | -2% | 2% | 0% | -2% | -8% | 1%
CC1CC(C)CN(C(=O)COC(=O)/C=C/c2cccc([N+](=O)[O-])c2)C1 (stereo not given) | 2% | / | 9% | / | -8% | 5% | / | -1% | -4% | 6%
COc1cc(C(=O)Nc2ccc3c(c2)CCN3C(C)=O)cc(OC)c1OC | ? | -34% | 5% | -8% | ? | -46% | -2% | -9% | -25% | -21%
Cc1ccc(C(=O)Nc2c(C)n(C)n(-c3ccccc3)c2=O)cc1 | 3% | 2% | 4% | -2% | 0% | 0% | 0% | 0% | -4% | 1%

An excerpt from above, showing only p53 reactivation.
Compound	p53 reactivation
Cc1ccc(C(=O)Nc2c(C)n(C)n(-c3ccccc3)c2=O)cc1	4%
Cc1ccnc2nc(C(=O)OCCOc3ccc(F)cc3)nn12	1%

Some values from the entries so far:
Cc1ccnc2nc(C(=O)OCCOc3ccc(F)cc3)nn12 | p53 reactivation = 1%
Cc1ccc(S(=O)(=O)N/N=C2/CC(c3ccccc3)Oc3ccccc32)cc1 (stereo not given) | ELG1 genotoxic = -8%
CCCCCn1c(=N)c(S(=O)(=O)c2ccc(Cl)cc2)cc2c(=O)n3cccc(C)c3nc21 | RORgamma inh = -6%
Cc1c(Cl)cccc1NC(=S)NCCCN(C)C | RORgamma inh = -12%

Source: PubChem BioAssay
